High-throughput results as filed in PubChem.
Dynein transport: blocks dynein driven cargo transport along microtubules; 3617.4 mouse cells, GR-EGFP nuclear translocation imaging; test concentration mostly 20 µM; stimulated with dexamethasone, 1 µM; hits give low values; z-score, hits read low; actives 0.47% (n = 220,000);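 active = plate z-score of nuclear minus cytoplasmic receptor signal below a set negative limit, without overly bright fluorescence or cell loss, cut at about -3.5 in these data, passing the limit was not always enough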;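 also: z-score of nuclear minus cytoplasmic ring GR-EGFP intensity difference per well; some compounds called inactive have numbers as strong as hits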
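Buffer or medium: tetracycline-free induction medium containing charcoal-stripped FBS / Reagent: dexamethasone agonist, 1.0 µM final, for 30 min / Technique: automated 10x imaging of fixed Hoechst-stained cells / Times: induction 48 h, compound 1 h, agonist 30 min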
SIAH1 antagonists: blockers of Siah-1 interaction with plectin peptide – biochemical, fluorescence polarization, rhodamine-plectin, uHTS, primary screen (AID 1817) | Siah-1 / rhodamine-plectin peptide fluorescence polarization; higher % means a stronger effect | one-dose displacement, % at 20 µM; IC50 in µM for titrated hits | actives 0.02% (n = 290,000);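 active = displacement of at least 50% at 20 µM, with a fluorescence ratio check between 0.3 and a set limit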;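 also: plate controls were Siah plus tracer with DMSO for no effect and tracer alone without Siah for full effect; strong numbers were not always called active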
M1AAP inhibition: malaria alanyl aminopeptidase activity blockers – biochemical, fluorogenic H-Leu-NHMec substrate, 1536-well (AID 1445); actives 0.42% (n = 220,000); one-dose inhibition, % at 30 µM; IC50 in µM for titrated hits; recombinant M1AAP, H-Leu-NHMec fluorogenic kinetic assay; higher % means a stronger effect;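 active = primary inhibition above the hit cutoff, then over 50% inhibition at one or more dose response concentrations, cut at about 23% in these data, passing the limit was not always enough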;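 also: plate controls were DMSO full reaction for no effect and no enzyme background for full effect; strong numbers were not always called active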
LYP inhibition: inhibitors of LYP phosphatase, biochemical, fluorescence intensity, uHTS (AID 1779); actives 0.054% (n = 290,000); inhibition, % at 11.5 µM; hits with a dose series show IC50 in µM; recombinant LYP phosphatase, fluorescence intensity; higher % means a stronger effect;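 also: plate controls were vehicle with enzyme for no effect and no enzyme for full effect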
AID2073: disruptors of CaV2.2 binding to Mint1 – biochemical, HTRF (AID 2073); actives 0.19% (n = 290,000); HTRF protein-protein interaction, Mint1-CaV2.2; higher % means a stronger effect; inhibition, % at 20 µM; hits with a dose series show IC50 in µM; in the data active = inhibition mostly above about 51%, no sharp cut-off; also: some results filed as inactive read as strong as hits
P. falciparum M17LAP: P. falciparum M17LAP inhibitors, primary screen, biochemical, fluorogenic H-Leu-NHMec substrate, 1536-well (AID 1619); actives 0.38% (n = 220,000); recombinant M17LAP, H-Leu-NHMec fluorogenic kinetic assay; higher % means a stronger effect; inhibition, % at 30 µM; hits with a dose series show IC50 in µM;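 active = compound inhibiting the enzyme by more than half at any dose during confirmatory dose-response retesting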;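 also: plate controls were full reaction with DMSO carrier for no effect and no enzyme background for full effect; strong numbers were not always called active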
PMI inhibitors: inhibitors of human PMI, primary screen, biochemical, fluorescence intensity, coupled assay (AID 1209); purified PMI enzyme, coupled fluorescence intensity; higher % means a stronger effect; one-dose inhibition, % at 20 µM; IC50 in µM for titrated hits; actives 0.42% (n = 190,000);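 also: plate controls were DMSO vehicle for no effect and wells lacking substrate for full effect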
PMI inhibition: MPI inhibition at elevated mannose 6-phosphate – biochemical, fluorescence intensity, high mannose 6-phosphate, primary screen (AID 1220); recombinant PMI enzyme, coupled fluorescence intensity; higher % means a stronger effect; inhibition, % at 20 µM; hits with a dose series show IC50 in µM; actives 0.66% (n = 190,000)
XIAP antagonists: XIAP antagonists, biochemical, IAP family, fluorescence polarization (AID 1018). XIAP BIR domain, fluorescence polarization peptide displacement; higher % means a stronger effect. displacement, % at 20 µM; hits with a dose series show IC50 in µM. actives 0.007% (n = 200,000); in the data active = displacement above about 50%; also: a part of the inactive calls stands beside numbers as strong as those of hits
Dynein transport cytoplasmic EGFP: further read-out of Dynein transport, marked with its call; z-score; measured here: cytoplasmic GR-EGFP intensity; hits give high values
Dynein transport nuclear GR-EGFP: second read-out of Dynein transport, no call of its own (marks repeat the call); z-score; measured here: nuclear GR-EGFP intensity;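 lower value marks the stronger effect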
Dynein transport cell count: second read-out of Dynein transport, no call of its own (marks repeat the call); z-score; measured here: cell count per field
Active calls of the source: *; / = not tested or not shown. Rule as the data show it, unless noted: active = inhibition above about 50%; inactive = the rest.

entry | Dynein transport | Dynein transport cytoplasmic EGFP | Dynein transport nuclear GR-EGFP | Dynein transport cell count | SIAH1 antagonists | M1AAP inhibition | LYP inhibition | AID2073 | P. falciparum M17LAP | PMI inhibitors | PMI inhibition | XIAP antagonists | Molecule
1 | -0.17 | -0.33 | -0.31 | 0.38 | 0% | 0% | -6% | 22% | 18% | 0% | -3% | -3.2% | CCCOc1ccc(N2C(=O)CC(N3CCOCC3)C2=O)cc1 (stereo unspecified)
2 | -1 | -0.21 | -0.073 | 1 | 110% | 1% | 28% | 62% | -9% | 4% | 2% | 41% | NNc1nc2c(Cl)c(Cl)ccc2s1
3 | -0.46 | -0.21 | -0.24 | 1.1 | 1% | 0% | -1% | 1% | -2% | 17% | 14% | -15% | CCOCCn1c(COc2ccccc2)nc2ccccc21
4 | 1.3 | -0.24 | 0.95 | -1.2 | 8% | 0% | -9% | 2% | -2% | -2% | -7% | -3.9% | Cc1ccc(NC(=S)NC(=O)CC2CC(C)(C)OC2=O)cc1 (stereo unspecified)
5 | -0.28 | -0.22 | 0.063 | 0.13 | 2% | 2% | -2% | -6% | 4% | -11% | -4% | -2.5% | CC(C)C(C(=O)NCc1ccco1)N(C(=O)CNS(=O)(=O)c1ccccc1)C1CCCC1 (stereo unspecified)
6 | 1.3 | -0.38 | 0.39 | -0.78 | -3% | 3% | -8% | 1% | 16% | 5% | 4% | -8.8% | CCCCCc1ccc(CC(=O)O)cc1
7 | -0.22 | -0.21 | -0.38 | -0.96 | 15% | -5% | -7% | -2% | 4% | 0% | 14% | 5.2% | Nn1c(Cc2cccc3ccccc23)nnc1SCc1c(F)cccc1Cl
8 | -0.026 | -0.25 | 0.12 | 0.57 | 3% | 5% | -7% | 2% | 5% | 6% | -5% | 0.1% | O=C(O)c1cccc(NC(=O)c2cccc(NC(=O)C3CCCO3)c2)c1 (stereo unspecified)
9 | 1.5 | -0.2 | 0.7 | 0.092 | 7% | 7% | -6% | 19% | -7% | -5% | -1% | -8.5% | Cc1ccc(Cl)cc1NC(=O)c1ccccn1
10 | -0.056 | -0.26 | -0.076 | 0.44 | 8% | 12% | -5% | 7% | 9% | / | / | / | CCOC(=O)c1nc(C)nc(Sc2n[nH]c(-c3ccccc3)n2)c1C
11 | -0.47 | -0.22 | 0.095 | 1.6 | -4% | 0% | 0% | -52% | -4% | 4% | 1% | -7.8% | COC(=O)c1ccc2c(=O)n(CC3CCCO3)c(=S)[nH]c2c1 (stereo unspecified)
12 | -0.12 | -0.27 | 0.82 | 0.03 | 3% | 3% | 6% | 6% | 5% | 0% | 5% | -3.7% | CN(Cc1ccccc1)c1ccc2nnc(-c3ccccc3)n2n1
13 | -0.74 | -0.074 | -0.56 | 0.26 | 26% | 10% | 2% | 26% | 19% | 1% | 13% | 11% | O=C(c1ccco1)N(CCC(c1ccccc1)c1ccco1)Cc1ccco1 (stereo unspecified)
14 | 0.56 | -0.26 | 0.28 | -0.32 | 1% | 6% | -4% | 15% | -1% | / | / | / | CCCCCC(=O)NNC1CC(=O)N(c2ccccc2)C1=O (stereo unspecified)
15 | -0.58 | -0.19 | -0.46 | -0.08 | -5% | 3% | -3% | -2% | -11% | 9% | 5% | -7.6% | O=C(CSc1nnc(CCCN2C(=O)c3cccc4cccc(c34)C2=O)n1-c1ccccc1)N1CCCCC1
16 | 0.74 | 0.0096 | 0.54 | -0.49 | -1% | 5% | -6% | 0% | 0% | 0% | -1% | -4.6% | CCCC(=O)Nc1ccc2c(c1)nc(CN1CCCC1)n2C
17 | -1.1 | -0.29 | -0.55 | 1.2 | 0% | 0% | -9% | -7% | -3% | 4% | 20% | -5.8% | Cc1csc2nc(CNS(=O)(=O)N(C)C)cn12
18 | -0.16 | -0.093 | 0.58 | 0.5 | 1% | 7% | -4% | -6% | 7% | 9% | 6% | -4.6% | Cc1cc(NC(=O)CSc2nnc(-c3c[nH]c4ccccc34)n2-c2ccc(Cl)cc2)no1
19 | -0.51 | -0.21 | -0.018 | 0.86 | 0% | -4% | -3% | -4% | 7% | -4% | -4% | -5.3% | O=C1NCC(COCc2ccco2)O1 (stereo unspecified)
20 | -2.2 | -0.24 | -0.98 | 1.3 | -2% | 3% | -8% | -4% | 12% | -3% | 4% | 1.6% | O=C(Nc1ccc2c(c1)nc1n2CCOC1)c1ccccc1
21 | 0.16 | -0.022 | 0.55 | -0.033 | -1% | 6% | -7% | 0% | 18% | 12% | 16% | -6.4% | Cc1cccc(NC(=O)Cc2noc3ccccc23)c1
22 | 0.59 | -0.18 | 0.74 | -0.22 | -6% | -11% | 1% | 0% | -12% | / | / | / | COc1ccc(C(Nc2cc(C)ccn2)c2ccc3ccc(C)nc3c2O)cc1 (stereo unspecified)
23 | -0.46 | 0.52 | -0.062 | -1.2 | 13% | 3% | 6% | -3% | -7% | 8% | 12% | -3.3% | O=C(CCC(=O)Nc1ccc(F)cc1)N/N=C/c1c[nH]c2ccccc12
24 | -0.26 | -0.2 | 0.023 | 0.94 | -7% | -4% | -7% | 2% | 3% | -1% | 1% | -3.3% | O=C(NN1CCOCC1)c1ccc(Cl)cc1
25 | -0.31 | -0.24 | -0.0021 | 0.67 | -3% | 3% | 2% | -1% | 18% | 0% | -1% | -3.3% | COc1ccc2cnnc(SCC(=O)Nc3ccc(C(=O)O)cc3)c2c1OC
26 | -0.57 | -0.24 | -0.34 | 0.12 | 0% | -10% | -1% | -1% | -4% | 4% | 6% | -3.9% | CCOc1ccc(NC2c3ccccc3C(=O)N2Cc2ccc3c(c2)OCO3)cc1 (stereo unspecified)
27 | -1.1 | -0.25 | -0.5 | 0.8 | 76% | 5% | -8% | 69% | 3% | 2% | 1% | 11% | O=C1N=c2ccccc2=C1c1sc(Nc2ccc(O)cc2)nc1O
28 | -0.56 | -0.0082 | -0.32 | 0.81 | -6% | 19µM* | -13% | 10% | -12% | 6% | -2% | -5.6% | O=C(NCc1ccco1)C1CCCN(S(=O)(=O)c2cccc3nonc23)C1 (stereo unspecified)
29 | 0.75 | 2.6 | 0.73 | -0.57 | -2% | 0% | -4% | -22% | -17% | / | / | / | CC(=Nc1ccc(Br)cc1)c1sc2ccccc2c1O
30 | 0.33 | -0.21 | 0.46 | -0.46 | 1% | -10% | -1% | 1% | -4% | -11% | -5% | -5.4% | O=C(O)CSc1nnc(-c2ccc(S(=O)(=O)N3CCCC3)cc2)n1Cc1ccco1

Sorted by molecular weight (lowest first): some entries from above
entry | Dynein transport | Dynein transport cytoplasmic EGFP | Dynein transport nuclear GR-EGFP | Dynein transport cell count | SIAH1 antagonists | M1AAP inhibition | LYP inhibition | AID2073 | P. falciparum M17LAP | PMI inhibitors | PMI inhibition | XIAP antagonists | Molecule
19 | -0.51 | -0.21 | -0.018 | 0.86 | 0% | -4% | -3% | -4% | 7% | -4% | -4% | -5.3% | O=C1NCC(COCc2ccco2)O1 (stereo unspecified)
24 | -0.26 | -0.2 | 0.023 | 0.94 | -7% | -4% | -7% | 2% | 3% | -1% | 1% | -3.3% | O=C(NN1CCOCC1)c1ccc(Cl)cc1
20 | -2.2 | -0.24 | -0.98 | 1.3 | -2% | 3% | -8% | -4% | 12% | -3% | 4% | 1.6% | O=C(Nc1ccc2c(c1)nc1n2CCOC1)c1ccccc1
27 | -1.1 | -0.25 | -0.5 | 0.8 | 76% | 5% | -8% | 69% | 3% | 2% | 1% | 11% | O=C1N=c2ccccc2=C1c1sc(Nc2ccc(O)cc2)nc1O
23 | -0.46 | 0.52 | -0.062 | -1.2 | 13% | 3% | 6% | -3% | -7% | 8% | 12% | -3.3% | O=C(CCC(=O)Nc1ccc(F)cc1)N/N=C/c1c[nH]c2ccccc12
25 | -0.31 | -0.24 | -0.0021 | 0.67 | -3% | 3% | 2% | -1% | 18% | 0% | -1% | -3.3% | COc1ccc2cnnc(SCC(=O)Nc3ccc(C(=O)O)cc3)c2c1OC
26 | -0.57 | -0.24 | -0.34 | 0.12 | 0% | -10% | -1% | -1% | -4% | 4% | 6% | -3.9% | CCOc1ccc(NC2c3ccccc3C(=O)N2Cc2ccc3c(c2)OCO3)cc1 (stereo unspecified)
30 | 0.33 | -0.21 | 0.46 | -0.46 | 1% | -10% | -1% | 1% | -4% | -11% | -5% | -5.4% | O=C(O)CSc1nnc(-c2ccc(S(=O)(=O)N3CCCC3)cc2)n1Cc1ccco1

(further entries)
entry | Dynein transport | Dynein transport cytoplasmic EGFP | Dynein transport nuclear GR-EGFP | Dynein transport cell count | SIAH1 antagonists | M1AAP inhibition | LYP inhibition | AID2073 | P. falciparum M17LAP | PMI inhibitors | PMI inhibition | XIAP antagonists | Molecule
31 | 0.53 | -0.18 | 1.1 | 0.15 | -4% | 3% | -5% | 2% | -8% | 2% | 1% | -5.0% | Cc1cc(C(=O)N2CCN(S(C)(=O)=O)CC2)sc1-c1ccccc1
32 | 0.09 | -0.18 | 0.85 | 0.63 | 3% | 3% | 3% | -4% | 17% | 20% | 8% | -27% | Cc1cc(N/C(=N\S(=O)(=O)c2ccc(Cl)cc2)c2ccc(F)cc2)no1
33 | -0.096 | -0.33 | 0.1 | 0.66 | -1% | -2% | -10% | -1% | 12% | 11% | 2% | -5.7% | CCOc1cccc(OCCCCN2CCOCC2)c1
34 | -0.44 | -0.25 | -0.18 | 0.031 | -2% | -1% | -8% | 4% | -12% | 7% | 5% | -3.2% | COc1ccc(CC(=O)NCc2ccccn2)cc1OC
35 | 0.24 | -0.23 | -0.1 | 0.56 | -3% | 9% | -2% | 15% | -5% | 0% | 4% | -7.9% | O=C(NCC(c1cccnc1)N1CCN(c2ccccc2)CC1)OCc1ccccc1 (stereo unspecified)
36 | 0.014 | -0.18 | 0.13 | -0.92 | 3% | 2% | 1% | -7% | -2% | 14% | 8% | -8.1% | C=CCC(CC=C)(C(=O)O)c1ccccc1
37 | -0.086 | -0.13 | 0.23 | -0.53 | 6% | -4% | -10% | -4% | -10% | 11% | 3% | -5.1% | CCOC(=O)C1CCN(C(=O)COc2ccc(S(=O)(=O)NC(C)C)cc2)CC1
38 | 0.22 | 0.018 | 0.15 | 0.56 | 12% | -4% | 4% | 22% | 0% | 16% | 5% | 0.8% | COC(=O)c1c(-c2ccccc2)csc1NC(=O)c1c(-c2ccccc2)noc1C
39 | -1.6 | 0.68 | -0.67 | 0.087 | 2% | -4% | -4% | 36% | 1% | 4% | 0% | -2.2% | COc1cc(-c2ccc(NC(=O)c3ccc(C)cc3)c(OC)c2)ccc1NC(=O)c1ccc(C)cc1
40 | 3.5 | -0.044 | 2.3 | -2.1 | -10% | 0% | -6% | 34% | -4% | / | / | / | CCOC(=O)COc1cccc2c(=O)n(CC(=O)N3CCCCC3)ccc12
